MCL1-BIM inh: disrupts human MCL1 binding to BIM-BH3 peptide | 320,000 compounds, 0.68% hits | GST-MCL1 / FITC-Bim-BH3 fluorescence polarization | Q07820 | AID 2057 | inhibition, % at 10.9 µM;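 active means inhibition above the mean inhibition of all tested compounds plus 3 SD, set per campaign, cut at about 40% in these data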;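 further: 0% = DMSO wells and 100% = unlabeled Bim-BH3 peptide control; higher means more loss of mP so more displacement of Bim peptide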
AGP1 TOR yeast: modulators of TOR pathway AGP1-GFP in S. cerevisiae. S. cerevisiae AGP1-GFP multiplex flow cytometry, 3 h; GFP as percent of DMSO wells. GFP response vs DMSO, % at 10 µM. 320,000 compounds, 0.02% hits;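 active means GFP response relative to DMSO above a set limit, near screen average plus 3 SD, cut at about 150% in these data; inconclusive means fewer than 70 cells counted for the yeast strain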;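 further: median GFP channel fluorescence of the gated AGP1 strain per well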
MEX-5 binding: C. elegans MEX-5 TCR-2 RNA binding activity | activity score (negative = inhibition of binding), % at 10 µM | MEX-5/FITC-TCR2 RNA binding, fluorescence polarization; hits give low values | 300,000 compounds, 0.38% hits | AID 1832 | Q9XUB2;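 active means inhibition past about -25% in most replicates, and total fluorescence under double the plate's negative control median, limit read from the data; inconclusive means replicates evenly split on the limit, or fluorescence at least double controls; inactive means too little inhibition in most replicates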;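 further: 0% = DMSO and -100% = 5 µM competing unlabeled TCR2 RNA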
GLD-1 RNA inh: GLD-1-TGE RNA interaction inhibition (C. elegans); Q17339; purified GLD-1 + fluorescein TGE RNA, fluorescence polarization; inhibition, % at 5.96 µM; 320,000 compounds, 0.44% hits;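 active means percent inhibition above a per-plate cutoff, the plate mean of test compounds plus 3 SD, cut at about 30% in these data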;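 further: 0% = DMSO wells with GLD-1 and probe and 100% = wells lacking GLD-1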
VLA-4 inh: inhibition in a human VLA-4 binding assay. P13612. VLA-4 expressing cells, ligand binding flow cytometry. inhibition, % (about 7 µM as worked out from the volumes in the protocol). 330,000 compounds, 0.2% hits; in the data active means inhibition above about 50%
BCLXL inh: Bcl-xL (human) inhibition. Q07817. GST-Bcl-xL / FITC-Bim BH3 peptide fluorescence polarization. inhibition, % at 10.9 µM. 320,000 compounds, 0.7% hits;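 active means inhibition above the mean of all tested compounds plus 3 SD, cutoff set per campaign, cut at about 30% in these data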;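 further: 0% = DMSO wells and 100% = unlabeled Bim-BH3 peptide competitor; inhibitors lower millipolarization by displacing the labeled peptide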
CIT2 TOR yeast: alters CIT2-GFP fluorescence in TOR pathway yeast screen; 320,000 compounds, 0.065% hits; S. cerevisiae CIT2-GFP strain, flow cytometry, 3 h; 100 means same as DMSO wells; GFP response vs DMSO, % at 10 µM;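 active means GFP response relative to DMSO above a set limit, near the screen mean plus 3 SD, cut at about 150% in these data; inconclusive means Fewer than 70 cells measured for a yeast strain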;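 further: ratio of well median GFP fluorescence to mean of DMSO wells on the plate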
Yeast superoxide: lowers age-related superoxide in aged yeast cells; 330,000 compounds, 0.18% hits; superoxide response (% of plate mean), % at 10 µM; S. cerevisiae aged cells, superoxide DHE fluorescence; hits give low values;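 active means superoxide response under a set limit, about three screen SD below normal, cut at about 65% in these data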;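 further: yeast aged for seven days with compound at 30 °C before DHE staining; 100% = average MFI of all compound-treated wells on the plate with controls excluded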
GRK2 inh: human GRK2 inhibition via aptamer displacement | 330,000 compounds, 0.59% hits | inhibition of aptamer binding, % at 10 µM | bead flow cytometry, FAM-aptamer displacement from GRK2;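 active means inhibition of aptamer binding above 40%, roughly 3 SD of noise, on plates passing a quality check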;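 further: median bead fluorescence of bound FAM aptamer so fluorescent compounds give negative values; no value below 0 was filed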
The depositor's hits bear a star; u = inconclusive; x = no result given; + = active, no number; & = joins results of further samples. An excerpt; count on the stated rates, not on these rows.

The first 4 records, ahead of the listing:
SMILES	MCL1-BIM inh	AGP1 TOR yeast	MEX-5 binding	GLD-1 RNA inh	VLA-4 inh	BCLXL inh	CIT2 TOR yeast	Yeast superoxide	GRK2 inh
O=C(Cc1ccc(N(CCCl)CCCl)cc1)NC(Cc1ccc(Cl)cc1)C(=O)O (stereo not given)	4.8	96.8	-0.7	-1.6	18.9	2.9	95.5	101.7	4.0
COc1ccc(C(O)c2cc(OC)ccc2OP(=O)(N(C)C)N(C)C)cc1 (stereo not given)	-4.4	84.6	1.1	-4.0	15.5	1.4	96.5	91.4	0.0
O=C(/C=C/C=C/c1ccccc1)CC1(O)C(=O)Nc2ccccc21 (stereo not given)	0.8	111.3	0.6	-5.0	2.1	7.0	107.0	77.2	2.0
Cc1cc(O)c(CN2CC=C(c3ccccc3)CC2)cc1C(C)C	-1.4	102.9	1.5	-6.0	0.0	-4.0	102.8	90.0	1.0

The whole of this part, repeating the preview:
SMILES	MCL1-BIM inh	AGP1 TOR yeast	MEX-5 binding	GLD-1 RNA inh	VLA-4 inh	BCLXL inh	CIT2 TOR yeast	Yeast superoxide	GRK2 inh
O=C(Cc1ccc(N(CCCl)CCCl)cc1)NC(Cc1ccc(Cl)cc1)C(=O)O (stereo not given)	4.8	96.8	-0.7	-1.6	18.9	2.9	95.5	101.7	4.0
COc1ccc(C(O)c2cc(OC)ccc2OP(=O)(N(C)C)N(C)C)cc1 (stereo not given)	-4.4	84.6	1.1	-4.0	15.5	1.4	96.5	91.4	0.0
O=C(/C=C/C=C/c1ccccc1)CC1(O)C(=O)Nc2ccccc21 (stereo not given)	0.8	111.3	0.6	-5.0	2.1	7.0	107.0	77.2	2.0
Cc1cc(O)c(CN2CC=C(c3ccccc3)CC2)cc1C(C)C	-1.4	102.9	1.5	-6.0	0.0	-4.0	102.8	90.0	1.0
CN(C)CCN(CC1CCCN(Cc2ccccc2F)C1)C(=O)Cc1ccc(F)c(F)c1 (stereo not given)	-3.4	106.7	1.5	2.7	2.1	-2.2	103.0	80.6	0.0
O=C1CCCC2=C1C(c1cccnc1)Nc1ccccc1N2 (stereo not given)	3.9	110.6	-3.1	9.2	5.3	1.5	104.7	96.7	3.0
OC1(c2ccc(F)cc2)CC2CCC(C1)N2Cc1nnnn1C1CCCC1 (stereo not given)	7.6	95.0	1.2	6.2	-1.5	1.6	97.2	91.9	0.0
CCCC(C)C1(CC)C(=O)NC(=Nc2ccccc2)NC1=O (stereo not given)	9.7	106.5	1.4	-0.2	32.9	9.8	106.5	97.0	0.0
CCCC12CN3CC(CCC)(CN(C1)C3c1ccccn1)C2=O (stereo not given)	5.7	106.3	1.1	5.6	-3.7	1.2	103.9	95.3	0.0
COc1cc2c3c(c1OC)-c1cc(O)ccc1CC3NCC2 (stereo not given)	2.5	102.8	-6.3	7.8	6.6	4.4	104.0	98.5	2.0
COC(=O)[C@@H](c1ccccc1)C1CCCCN1 (stereo not given in full)	x	101.6	x	-7.0	-12.8	x	104.8	119.9	1.0
Cc1nn(-c2ccccc2)c2c1CC1(C(=O)N(C)C(=O)N(C)C1=O)C1CCCCN21 (stereo not given)	-2.1	96.1	0.7	2.7	5.0	3.6	90.0	115.5	0.0
CC1=CC(C)C(COC(N)=O)(COC(N)=O)C(C)C1 (stereo not given)	3.2	98.2	1.6	1.8	5.8	-0.3	94.6	93.5	0.0
c1ccc2c3c(ccc2c1)OCC1CONC31 (stereo not given)	1.1	108.4	-1.8	2.1	11.1	4.6	103.4	83.9	0.0
Cc1ccccc1CN1CCN(Cc2ccccc2)CC1	10.1	106.2	-0.5	3.0	-2.2	4.2	97.2	94.7	0.0
COc1cccc(C(=O)C2CCCN(C3CCOCC3)C2)c1 (stereo not given)	-2.6	109.3	-0.8	5.8	1.8	-1.2	103.6	94.9	0.0
CN1C(=O)NC(=O)/C(=C\C=C\c2ccccc2[N+](=O)[O-])C1=O	17.8	107.0	-0.6	2.2	21.9	18.7	90.3	88.7	0.0
COP(=O)(OC)C1(Nc2ccc(C)cc2)CCCCC1	3.2	111.2	-1.3	-5.2	3.1	1.4	105.8	116.2	0.0
CN1CCN(c2nc3ccccc3c(=O)n2-c2ccccc2)CC1	8.2	101.1	-1.1	1.1	20.4	7.8	104.4	108.0	2.0
COc1ccc(C(C)=O)cc1CC(C(=O)c1ccccc1)N(C)C (stereo not given)	-3.5	93.7	1.8	-3.0	-16.0	2.1	96.8	80.6	0.0
CCOC(=O)c1c(C)n(Cc2ccco2)c2ccc(OC)cc12	0.7	103.1	1.1	2.4	6.4	-1.5	100.3	97.3	2.0
CN(C)CCc1nc2ccccc2c(=O)n1-c1ccccc1	-1.9	103.9	-0.6	2.2	12.4	1.5	101.6	111.7	0.0
CC(C)CC(N(C)C)C1(c2ccc(Cl)cc2)CCC1 (stereo not given)	x	97.5&93.3	x	2.5&0.3	19.8&-8.2	x	92.2&94.5	97.3&94.2	1.0&6.0
Cc1ccn2nc(S(=O)(=O)Nc3c(F)cccc3F)nc2n1	9.2	96.8	-2.3	0.4	11.0	4.4	96.3	94.9	3.0
CNC(=S)N(C)CCc1cc2c(c(OC)c1/C=C1/C(=O)NC(=O)N(C)C1=O)OCO2	2.0	98.2	-3.8	-6.0	-8.0	-5.6	88.2	78.8	0.0
Cc1cc(/C=C2/C(=O)NC(=O)N(Cc3ccco3)C2=O)c(C)n1-c1ccc(C(=O)O)cc1	-11.8	107.9	-4.5	-4.6	6.2	-1.1	109.7	88.6	29.0
O=C(c1ccccc1[N+](=O)[O-])N1CCC2(CC1)OCCO2	-4.3	95.2	0.4	-2.7	3.0	-0.4	98.1	98.7	0.0
O=c1[nH]c(O)c(/C=C2\C=Nc3ccc(OCc4ccccc4)cc32)c(=O)[nH]1	188.0*	99.8	u	45.7*	-2.8	167.1*	102.2	101.3	5.0
c1ccc2c(c1)CC1CNCc3cccc(c31)S2 (stereo not given)	1.6	109.7	3.7	-6.0	27.2	-0.7	110.1	113.0	0.0
COC(=O)C1=C(c2ccc(S(C)(=O)=O)cc2)C[C@@H]2CC[C@H]1N2C	-4.1	98.7	x	-7.0	5.1	0.1	97.0	107.0	2.0
O=P(Oc1ccccc1)(Oc1ccccc1)C(Nc1ccccc1)c1ccccc1 (stereo not given)	2.0	92.3	1.4	3.0	6.8	-1.4	115.8	111.4	0.0
CC(C)CC12CN3CCN(CC(C3)C1O)C2 (stereo not given)	8.8	112.9	-0.8	1.0	-3.4	7.8	114.3	98.8	0.0
O=C(N[C@H]1CP(=O)(Oc2ccccc2)O[C@H](COCc2ccccc2)[C@H]1O)C(Cl)(Cl)Cl (stereo not given in full)	1.9	81.1	u	-1.7	19.7	2.9	89.4	110.0	3.0
N[C@@H](Cc1c[nH]c2ccccc12)c1nnc(SCc2ccccc2)o1	-4.0	103.2	-3.0	3.6	-18.9	2.4	101.9	84.5	0.0
Cc1c(C(=O)c2cccc3ccccc23)c2cccc3c2n1[C@H](CN1CCOCC1)CO3	-0.4	89.2	-4.7	7.8	7.8	-4.4	83.0	117.3	0.0
CCOC(=O)CCCCCNC(=O)c1c(O)[nH]c(=O)[nH]c1=O	12.9	86.8	-2.8	5.4	1.0	6.2	78.2	87.0	0.0
FC(F)(F)c1ccc(NC2=NCCCS2)cc1	-4.0	101.8	3.1	-2.0	-11.0	0.1	102.6	83.1	0.0
O=c1ccc2cc3ccoc3c(O)c2o1	x	107.5	x	0.7	1.8	x	107.5	119.9	0.0
CN(C)Cc1ccccc1OC(=O)N(C)C	-5.6	98.3	0.8	1.8	12.8	4.7	103.1	90.6	2.0
Cc1ccc(S(=O)(=O)N(C)CCCC(=O)N2CCN(c3ccccn3)CC2)cc1	-2.0	x	-2.0	-0.8	8.0	2.7	80.6	100.6	0.0
O=C(CNC(=O)c1ccc(Br)cc1)Nc1ccc(Br)cc1C(=O)c1ccccc1	-6.0	92.0	-2.3	2.6	8.8	1.8	89.0	106.5	4.0
COCCCn1c(N)c(C(=O)OC(C)COC)c2nc3ccccc3nc21 (stereo not given)	-0.5	105.6	-0.2	4.6	13.4	5.6	101.8	90.9	1.0
CCCCn1c(=O)c(C(=O)Nc2cnccn2)c(O)c2ccccc21	9.5	92.2	1.9	-6.8	-1.4	3.8	94.7	77.2	3.0
CC(=O)N(C)CC#CCN1CCC(O)CC1	-0.3	76.6	-0.7	-4.5	10.8	3.1	88.5	112.6	0.0
CC(=O)Nc1ccccc1C(=O)OCc1ccccc1F	35.1	97.7	-2.8	6.6	11.1	10.7	82.3	110.4	0.0
CC1CCC(NCCc2ccc3c(c2)OCO3)CC1 (stereo not given)	-1.4	99.4	2.5	5.6	-9.3	2.4	104.3	102.5	0.0
Cc1ccc(Oc2cc(NN3CCCCC3)c([N+](=O)[O-])cc2[N+](=O)[O-])c([N+](=O)[O-])c1	-2.1	87.6	-2.2	3.0	14.7	-1.9	74.3	89.0	0.0
COc1ccc(N2C(=O)/C(=C/c3ccc(C)o3)C(=O)NC2=S)c(OC)c1	13.6	95.3	0.0	-5.5	2.1	17.6	87.5	89.3	10.0
CC(=NCCN1CCOCC1)c1c(O)n(-c2ccccc2C)c(=O)[nH]c1=O	2.8	112.4	-0.4	8.4	-9.5	3.5	91.5	100.8	2.0
Cc1ccc2cc(C=C(C#N)C#N)c(Cl)nc2c1	+	87.0	u	167.0*	4.9	196.3*	92.8	114.9	1.0
Nc1cc(N2CCNCC2)c([N+](=O)[O-])cc1Cl	1.6	104.1	-2.6	-10.4	5.5	0.9	97.2	98.1	29.0
COc1cc(OC)c(OC)cc1CNCCc1ccc(OC)c(OC)c1	-0.5	100.4	-2.3	4.0	2.4	0.8	98.7	110.2	0.0
Cc1ccc(N2Cc3ccccc3C2=N)cc1[N+](=O)[O-]	6.7	103.3	-2.1	5.1	10.6	6.9	102.4	97.0	1.0
CCN(CC)Cc1c[nH]c2ccccc12	-1.1	104.6	-3.9	0.4	-6.1	3.8	109.6	94.7	0.0
C=CCOC(=O)C1=C(C)OC(N)=C(C#N)C12C(=O)N(CN1CCOCC1)c1ccccc12 (stereo not given)	2.9	101.2	0.8	5.0	8.2	3.5	95.5	96.4	0.0
Cc1ccc(S(=O)(=O)NCCC(=O)Nc2ccc(Cl)cc2C(=O)c2ccccc2)cc1	-8.0	93.5	1.1	3.5	9.8	2.1	96.6	111.6	0.0
CCCCCCCCc1ccc(O)cc1	9.5	96.7	x	0.5	11.3	2.2	88.8	98.8	3.0
COc1ccc(C2C(C(=O)N3CCC4(CC3)OCCO4)CC(=O)N2c2ccc(OC)cc2)cc1 (stereo not given)	2.7	99.2	x	3.0	-90.8	2.3	102.7	125.1	0.0
CCOC(C[n+]1c(-c2ccccc2)cc(C)cc1-c1ccccc1)OCC	1.6	87.7	1.5	5.2	-23.5	6.7	95.5	99.9	0.0
O=C(O)CP(=O)(O)c1ccc(Cl)cc1	-8.9	99.4	0.5	8.8	15.8	5.3	100.3	102.1	0.0

Compound activity as filed in PubChem BioAssay.
